Source: PubChem BioAssay (The Scripps Research Institute Molecular Screening Center)
TEAD-YAP inh – TEAD-YAP interaction inhibition. AID 1259422. inhibition, % at 9.12 µM. 640,000 compounds, 1.4% hits. HEK-TIYL cells, TEAD-Gal4/YAP UAS-luciferase luminescence; in the data active = inhibition above about 32%;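 also: 0% = median of test compound wells and 100% = reference inhibitor wells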
MITF primary – blocks human microphthalmia-associated transcription factor. O75030. AlphaScreen MITF homodimerization, bead proximity signal. inhibition, % at 2.6 µM. 650,000 compounds, 0.91% hits. AID 1259374; in the data active = inhibition above about 50%;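 also: 0% = vehicle wells with protein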
GPR151 activ – activates the human receptor GPR151; Q8TDV0; PathHunter beta-arrestin GPR151 cells, luminescence; activation, % at 11.2 µM; 650,000 compounds, 1% hits; AID 1508602; in the data active = activation above about 4.9%;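 also: 0% = median of compound wells and 100% = cells with positive control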
Target sequence (Q8TDV0 whole entry, looked up): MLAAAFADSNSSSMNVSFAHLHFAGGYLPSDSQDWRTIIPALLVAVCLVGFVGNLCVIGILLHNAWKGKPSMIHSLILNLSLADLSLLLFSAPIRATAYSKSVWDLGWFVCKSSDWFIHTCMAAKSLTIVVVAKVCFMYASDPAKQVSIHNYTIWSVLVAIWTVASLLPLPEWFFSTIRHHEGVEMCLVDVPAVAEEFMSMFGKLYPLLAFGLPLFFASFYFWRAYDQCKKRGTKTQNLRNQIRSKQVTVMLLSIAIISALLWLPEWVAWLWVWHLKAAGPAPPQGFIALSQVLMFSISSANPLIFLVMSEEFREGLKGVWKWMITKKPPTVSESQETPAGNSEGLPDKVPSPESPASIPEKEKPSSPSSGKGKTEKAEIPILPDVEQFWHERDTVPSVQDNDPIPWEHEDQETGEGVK
FBW7 act – human FBW7 E3 ligase activation, primary screen; 650,000 compounds, 0.13% hits; AID 1259310; Q969H0; AlphaScreen FBW7–phospho-cyclin E peptide binding, activator screen; normalized activity (activation), % at 26.1 µM; in the data active = normalized activity above about 1.9%;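 also: purified mutant Fbw7 with reduced substrate affinity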
Target sequence (Q969H0 whole entry, looked up): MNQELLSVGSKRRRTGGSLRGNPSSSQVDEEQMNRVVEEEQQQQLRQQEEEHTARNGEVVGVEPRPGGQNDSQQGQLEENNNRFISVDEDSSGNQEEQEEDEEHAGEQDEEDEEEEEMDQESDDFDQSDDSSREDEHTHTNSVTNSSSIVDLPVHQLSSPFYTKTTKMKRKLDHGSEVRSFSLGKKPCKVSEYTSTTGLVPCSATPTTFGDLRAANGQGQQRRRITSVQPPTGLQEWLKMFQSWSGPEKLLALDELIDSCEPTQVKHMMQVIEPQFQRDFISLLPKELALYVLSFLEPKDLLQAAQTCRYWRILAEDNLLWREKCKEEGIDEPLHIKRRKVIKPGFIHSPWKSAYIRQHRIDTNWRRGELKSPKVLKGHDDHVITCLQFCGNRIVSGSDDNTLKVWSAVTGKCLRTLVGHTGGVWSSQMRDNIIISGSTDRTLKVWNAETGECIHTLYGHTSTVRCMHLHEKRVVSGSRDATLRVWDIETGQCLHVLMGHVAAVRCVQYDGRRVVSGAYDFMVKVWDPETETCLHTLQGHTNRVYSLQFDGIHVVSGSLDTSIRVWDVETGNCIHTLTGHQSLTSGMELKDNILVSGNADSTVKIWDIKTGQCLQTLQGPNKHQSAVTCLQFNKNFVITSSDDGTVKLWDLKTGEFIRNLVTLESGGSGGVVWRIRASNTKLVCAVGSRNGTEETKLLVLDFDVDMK
Active calls of the source: *; & = joins results of further samples. Compounds were not picked by outcome, and some 3.5% of all compounds hit somewhere here.

Screens in order – TEAD-YAP inh, MITF primary, GPR151 activ, FBW7 act
CCc1ccc(C2C(C(C)=O)=C(C)Nc3ncnn32)cc1 (configuration not stated)
    5, 2, -0.8, -0.2
CCCOc1ccccc1C1C2=C(CCCC2=O)N(C)C2=C1C(=O)CCC2
    8, 3, 0.4, 3.0*
Cc1oc2cc(OC(C)C(=O)O)ccc2c(=O)c1Oc1ccccc1 (configuration not stated)
    -1, 0, -1.0, -0.1
CN(C)/C=C(\C#N)C(=O)c1cccnc1Oc1cccc(F)c1
    1, 12, 1.9, 0.0
Cc1ccc2nc3[nH]c(=O)[nH]c(=O)c3nc2c1
    11, 20, -1.7, -0.1
COc1cccc(NC(=O)CN2CCN(CC(=O)Nc3ccc(F)cc3)CC2)c1
    15, 1, -0.8, 0.1
COc1ccc(-c2ncc(C(=O)NCc3ccccc3)s2)cc1
    -9, 7, -1.6, 0.1
O=C1CCCN1CCn1cnc2c(Nc3ccc(Oc4ccccc4)cc3)nc(Nc3cccnc3)nc21
    -1, -1, 0.3, -0.1
COc1ccc(CNC(=O)N2CCN(Cc3nnnn3-c3cccc(F)c3)CC2)cc1
    12, -14, -0.9, 0.0
CC(C)OC(=O)c1sc2nc(N3CCOCC3)c3c(c2c1N)CC(C)(C)OC3
    1, 4, -0.4, -0.1
Cc1nc2ncnn2c(N2CCN(C(=O)Cc3cccs3)CC2)c1C
    5, 12, 1.3, 1.3
CCOc1c([N+](=O)[O-])cc2c(C)c(C(=O)O)oc2c1OCC
    -3, 22, 2.3, -0.1
O=C1C2C3C=CC(O3)C2C(=O)N1c1ccc(F)cc1 (configuration not stated)
    3, 16, -0.1, -0.1
CCOC(=O)CSc1ncnc2c1oc1ccccc12
    1, -9, 2.4, 0.1
COc1ccc(-c2nc(Nc3ccc(Oc4ccccc4)cc3)c3cc(OC)c(OC)cc3n2)cn1
    -9, -7, 1.7, 0.1
CCOCCOC(=O)C1=C(C)NC(=O)NC1c1ccc(O)c([N+](=O)[O-])c1 (configuration not stated)
    3, -4, 0.4, -0.1
CCC(=O)N1CCc2[nH]c3ccccc3c2C1
    -4, 1, -2.0, 0.4
C/C(=N/NC(=O)c1cccnc1)c1ccc(Cl)cc1
    -11, 2, 0.7, -0.1
O=C(NN1C(=O)c2ccccc2C1=O)c1cccc(NC(=O)c2cccs2)c1
    -5, -9, -0.2, -0.1
CCC(OC(=O)CN1C(=O)C(=O)c2ccccc21)C(=O)Nc1ccc(S(N)(=O)=O)cc1 (configuration not stated)
    7, -3, 0.4, -0.1
Cc1cc(C)n(-c2ccc(F)cc2CN2CCCC(CNC(=O)c3cc(C)on3)C2)n1 (configuration not stated)
    -4, -1, 0.8, -0.1
Cc1ncc2c(NCc3ccccc3)nc3ccccc3n12
    -13, 4, -1.7, 0.1
Cn1cccc1/C=N/NC(=O)C12CC3CC(CC(C3)C1)C2
    -24&-66, 3&2, -1.5&-0.3, 0.0&-0.2
CCCCn1c(=O)nc2n(-c3ccc(Cl)cc3)c3ccccc3cc-2c1=O
    8, 9, 0.4, 0.7
Cc1cccc(-n2c(-c3ccco3)nn(CC(=O)NC3CC3)c2=O)n1
    11, 8, 0.0, 0.6
CCOc1ccccc1/C=C1N=C(/C=C/c2ccc(Cl)cc2Cl)OC\1=O
    9, 2, 0.1, 0.6
CNC(=O)c1c(NC(=O)Cc2cccc3ccccc23)sc2c1CCC2
    1, 12, 3.7, 0.3
CCCCCC(C)NC(=S)Nc1ccc(S(=O)(=O)N2CCOCC2)cc1 (configuration not stated)
    10, -2, -2.6, 0.1
Cc1cc(C(=O)N/N=C/c2ccc(C#N)cc2)c(C)o1
    -18, 20, -5.0, 0.1
CCOc1ccc(/C=N/NC(=O)CC(=O)NCCCOC)cc1
    -3, 8, 0.6, 0.0

Single entries from above.
CCOc1ccccc1/C=C1N=C(/C=C/c2ccc(Cl)cc2Cl)OC\1=O @ TEAD-YAP inh = 9
Cc1nc2ncnn2c(N2CCN(C(=O)Cc3cccs3)CC2)c1C @ FBW7 act = 1.3

Additional entries follow.
Screens in order – TEAD-YAP inh, MITF primary, GPR151 activ, FBW7 act
CCOc1cc(/C=C2/C(=N)N3N=C(CC(C)C)SC3=NC2=O)ccc1OCCOc1cc(C)cc(C)c1
    11, 2, 0.4, -0.1
O=C(C[n+]1ccc(/C=N/O)cc1)Nc1ccc(C(=O)O)cc1
    -19, -1, 1.7, 0.0
O=C(c1ccccc1)c1ccc2c(c1)C(=O)N(c1ccccc1O)C2=O
    -2, 5, 4.5, 0.6
CC1CCCCC1NC(=O)C1CCC(=O)N1C(C)C (configuration not stated)
    0, -5, -1.3, -0.1
O=C1N[C@@H](COCc2ccccc2)C(=O)N2CCN(C(=O)c3cccs3)C[C@H]12
    -7, 10, 1.8, 0.0
CC(=O)c1cc2c(cc1NC(=O)c1ccco1)OCO2
    7, 1, 0.1, 0.0
O=c1[nH]c(O)c(N=Nc2ccc3ccccc3c2)c(=O)[nH]1
    -8, 12, 2.0, 0.1
CC(C)c1ccc(C2C3=C(COC3=O)Nc3c2c(=O)n(C)c(=O)n3C)cc1 (configuration not stated)
    10, 15, 0.6, 0.1
COc1ccccc1N1CCN(c2c(-c3ccc(C)cc3)c(=O)c2=O)CC1
    71*, -3, 3.9, -0.1
CCCOc1ccc(/C=C/C(=O)N2CCOCC2)cc1
    -57, -4, -1.7, 0.2
CCCCOc1ccc(-c2c(C#N)c(SCC(=O)c3ccc(-c4ccccc4)cc3)nc(C)c2C(=O)Nc2ccccc2)cc1
    5, -3, 2.8, -0.1
CCOC(=O)c1sc2nc(-c3cccs3)cc(-c3ccc(F)cc3)c2c1N
    1, 5, -0.5, 0.1
O=C(NCCCN1CCOCC1)C(=O)N/N=C/c1c(Cl)cccc1Cl
    3, 0, -0.4, -0.1
O=C(Nc1cc(Cl)ccc1C(=O)O)c1ccc2c(c1)C(=O)N(Cc1ccccc1)C2=O
    2, 7, 3.1, 0.4
Cc1ccc(C(=O)COC(=O)CN2C(=O)c3ccccc3C2=O)cc1[N+](=O)[O-]
    -3, 9, -1.4, -0.2
Nc1ncc(-c2ccc(F)cc2)nc1NC1CCC(O)CC1 (configuration not stated)
    -3, 2, -0.4, -0.1
COc1cc(C(=O)N2CCN=C2SCc2ccc([N+](=O)[O-])cc2)cc(OC)c1OC
    14, 15, 0.1, 0.1
COc1ccc(CNC(=O)C(=O)Nc2cc(Cl)ccc2OC)cc1
    -2, -5, -1.1, 0.0
CCCNc1nc(-c2ccc(N3CCN(C)CC3)cc2)nc2c1ncn2CCN1CCCC1=O
    7, 1, 1.1, 0.3
CC(C)(C)NS(=O)(=O)c1cc(C(=O)Nc2sccc2C#N)ccc1Cl
    -4, 7, -1.7, -0.1
CC1CCCCN1Cc1ccc(C(=O)NCc2cnc3ccccc3c2)c(=O)[nH]1 (configuration not stated)
    19, -1, 11*, 0.1
COc1ccc(-c2nc(CCNS(=O)(=O)c3ccc(C)cc3)cs2)cc1
    12, 12, -0.3, 0.2
Cn1nc2c(nc1=S)[nH]c1ccccc12
    -6, 17, -0.5, 0.2
COc1ccc(C2C(C(=O)Nc3ccc4c(c3)OCCO4)c3ccccc3C(=O)N2Cc2ccc(F)cc2)cc1 (configuration not stated)
    -3, 4, 1.0, -0.6
CC(C)(C)C(=O)/C=C(\N)c1ccccn1
    -15, 2, 0.1, -0.1
CCCN(C1=NC2CS(=O)(=O)CC2S1)c1ccc(Cl)cc1 (configuration not stated)
    6, 1, 0.1, -0.3
Cc1c(C#N)c(N)nc(SCC(N)=O)c1C#N
    11, 3, 0.5, 0.0
COCCNC(=O)C(=O)NCC(c1cccnc1)N1CCN(c2ccccc2OC)CC1 (configuration not stated)
    0, -18, -0.1, 0.3
Cc1ccc2c(c1)N(C(=O)CCC(=O)Nc1ccccc1Cl)CC(C)O2 (configuration not stated)
    -6, -6, -0.1, 0.1
CCC(=O)Nc1nc2ccc(NC(C)=O)cc2s1
    -25, 18, -1.7, 0.0
CCOc1cc(C2C(C#N)=C(N)OC(COC)=C2C(=O)OC)cc([N+](=O)[O-])c1OC(=O)N1CCOCC1 (configuration not stated)
    -4, 3, 0.4, 0.0
C=CCN1C(=O)NC(=O)/C(=C\c2cc(OC)c(O)c(OC)c2)C1=O
    6, 3, 0.0, -0.5
Cc1ccc(N(CCC#N)C(=O)/C(C#N)=C/c2ccco2)cc1
    -1, -2, 0.3, 0.0
Cc1nc2sccn2c1C(=S)NC(=O)c1ccc(Br)o1
    -20, 11, -2.4, 0.3
Clc1ccc2c(c1)C1CC(c3ccccc3)=NN1CO2 (configuration not stated)
    -3, -11, -1.3, -0.3
CC(C)n1c(N2CCCC2CO)nc2c(NCCOc3ccccc3)ncnc21 (configuration not stated)
    12, 11, 0.2, 0.0
Cc1ccc(NC(=O)CN2C(=O)C3(OCCCO3)c3ccccc32)cc1C
    -7, 4, 0.9, 0.2
Cc1cccc(OCC(=O)N/N=C/c2ccccc2Cl)c1
    -4, 13, -0.7, 0.1
O=C(Nc1ccc(Cl)c2ncsc12)c1cccc(F)c1
    -22, 2, 0.2, 0.5
CC(=O)c1c(NC(=O)c2ccccc2)sc2c1CCCC2
    -15, -5, 1.1, 0.0
Cn1c(=O)c2c(-c3ccc4c(c3)OCO4)c3c(nc2n(C)c1=O)-c1ccccc1C3O (configuration not stated)
    -1, 9, 0.3, 0.0
O=C(COc1ccccc1)NCCc1nc2ccccc2[nH]1
    1, 19, -1.5, -0.1
O=C(N/N=C\c1cccc(Cl)c1)c1cnccn1
    -43, 1, -1.7, 0.0
Cc1ccc(-c2cc(C(F)(F)F)n3ncc(C(=O)Nc4cc(C)on4)c3n2)cc1
    3, -6, 0.1, -0.1
C[C@@H]1O[C@@H](O[C@H]2C(Oc3cc(O)c4c(=O)c(O)c(-c5ccc(O)cc5)oc4c3)O[C@H](CO)[C@@H](O)[C@@H]2O)[C@H](O)[C@H](O)[C@H]1O (some centres not stated)
    1, 6, 0.4, -0.3
O=C(NCc1nc2ccccc2[nH]1)c1cccc(-c2csc3ccccc23)c1
    8, -1, 0.6, 0.1
COc1ccc(Br)cc1C(=O)NCC1COc2ccccc2O1 (configuration not stated)
    2, 16, 5.4*, 0.6
CC(C)c1onc(C(=O)Nc2cccc(Cl)c2)c1[N+](=O)[O-]
    -19, -9, 0.8, -0.1
Brc1ccc(C2=NN(c3nc(-c4ccccc4)c4ccccc4n3)C(c3ccc(Br)cc3)C2)cc1 (configuration not stated)
    -2, 14, -1.1, 0.2
Cn1c(=O)c2c(-c3ccc(Br)cc3)nccc2n(C)c1=O
    9, -5, 1.1, 0.4

New compounds follow.
Screens in order – TEAD-YAP inh, MITF primary, GPR151 activ, FBW7 act
O=C(CCc1nc2ccccc2[nH]1)c1ccccc1
    -51, -7, -2.5, 0.5
CCOC(=O)CN(C(=O)COc1nc(C)cc(C)c1C#N)c1cccc(Cl)c1
    6, -10, 1.3, -0.1
O=C(O)c1ccc(N=Nc2c(O)ccc3ncccc23)cc1
    -38, 34, -6.3, -0.1
CN1CCN(C(=O)c2ccc3c(c2)CC(c2nc4ccc(-c5ccnc(N)n5)cc4[nH]2)CO3)CC1 (configuration not stated)
    -3, -17, -0.9, -0.2
COc1ccccc1-c1cc(=O)n(CC(=O)O)c2c1CCCC2
    -4, -12, -0.6, 0.1
CCc1ccc(OCC(=O)Nc2ccc(F)cc2F)cc1
    -37, 1, 0.9, 0.4
COc1cccc(C(=O)Nc2ccc(S(=O)(=O)Nc3nc(C)cc(C)n3)cc2)c1
    8, -4, -0.2, 0.1
CC(=O)Nc1ccc(C(=O)OCC(=O)Nc2ccc(F)c(F)c2F)cc1
    13, 3, -0.5, 0.0
Cc1ccc2c(c1)N(C(=O)CCC(=O)N1CCOCC1)CC(C)O2 (configuration not stated)
    3, 8, -0.3, 0.0
O=C(/C=C/c1ccc(-c2cccc(C(F)(F)F)c2)o1)c1ccco1
    -11, 78*, 2.6, -0.1
CC1=C(C(=O)OC2CCCCCC2)C(c2ccc3c(c2)OCO3)C2=C(CCCC2=O)N1 (configuration not stated)
    -7, 2, -0.7, -0.1

Compounds listed so far that have fluorine (13):
Screens in order – TEAD-YAP inh, MITF primary, GPR151 activ, FBW7 act
CN(C)/C=C(\C#N)C(=O)c1cccnc1Oc1cccc(F)c1
    1, 12, 1.9, 0.0
COc1cccc(NC(=O)CN2CCN(CC(=O)Nc3ccc(F)cc3)CC2)c1
    15, 1, -0.8, 0.1
COc1ccc(CNC(=O)N2CCN(Cc3nnnn3-c3cccc(F)c3)CC2)cc1
    12, -14, -0.9, 0.0
O=C1C2C3C=CC(O3)C2C(=O)N1c1ccc(F)cc1 (configuration not stated)
    3, 16, -0.1, -0.1
Cc1cc(C)n(-c2ccc(F)cc2CN2CCCC(CNC(=O)c3cc(C)on3)C2)n1 (configuration not stated)
    -4, -1, 0.8, -0.1
CCOC(=O)c1sc2nc(-c3cccs3)cc(-c3ccc(F)cc3)c2c1N
    1, 5, -0.5, 0.1
Nc1ncc(-c2ccc(F)cc2)nc1NC1CCC(O)CC1 (configuration not stated)
    -3, 2, -0.4, -0.1
COc1ccc(C2C(C(=O)Nc3ccc4c(c3)OCCO4)c3ccccc3C(=O)N2Cc2ccc(F)cc2)cc1 (configuration not stated)
    -3, 4, 1.0, -0.6
O=C(Nc1ccc(Cl)c2ncsc12)c1cccc(F)c1
    -22, 2, 0.2, 0.5
Cc1ccc(-c2cc(C(F)(F)F)n3ncc(C(=O)Nc4cc(C)on4)c3n2)cc1
    3, -6, 0.1, -0.1
CCc1ccc(OCC(=O)Nc2ccc(F)cc2F)cc1
    -37, 1, 0.9, 0.4
CC(=O)Nc1ccc(C(=O)OCC(=O)Nc2ccc(F)c(F)c2F)cc1
    13, 3, -0.5, 0.0
O=C(/C=C/c1ccc(-c2cccc(C(F)(F)F)c2)o1)c1ccco1
    -11, 78*, 2.6, -0.1
